Screens from PubChem BioAssay.
NOD2 inhibition: NOD2 signaling inhibitors, cell-based, luminescence, uHTS, HEK293 (AID 1566). HEK293 NOD2/NF-kB luciferase reporter, luminescence; higher % means a stronger effect. inhibition, % at 4 µM, or EC50 in µM where a hit was titrated. 290,000 tested, 0.63% active; further: many of its hits are not listed in these tables
HIV peptide binding: cell-free HIV fusion peptide-binding blockers – biochemical, uHTS, fluorescence dequenching, primary screen (AID 1986); cell-free peptide binding, fluorescence dequenching, 30 min; higher % means a stronger effect; inhibition, % at 20 µM; hits with a dose series show IC50 in µM; 290,000 tested, 0.3% active; in the data active means inhibition mostly above about 52%, no sharp cut-off; inactive means mostly below about 76%; further: some results filed as inactive read as strong as hits
KOR beta-arrestin-1: kappa opioid receptor blockers – cell-based, luminescence, uHTS (AID 1778); inhibition, % at 10 µM; hits with a dose series show IC50 in µM; 290,000 tested, 0.091% active; KOR beta-arrestin recruitment, luminescence, antagonist mode; higher % means a stronger effect; further: strong numbers were not always called active
GPR55 antagonists: inhibition of LPI-stimulated GPR55 beta-arrestin translocation – imaging, U2OS, beta-arrestin-GFP, LPI agonist, primary screen (AID 2013); U2OS GPR55 beta-arrestin-GFP translocation imaging, LPI antagonism; higher % means a stronger effect; inhibition, % at 10 µM; hits with a dose series show IC50 in µM; 290,000 tested, 0.13% active;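 active means spots per cell inhibited over 60%, with over 100 cells counted and total cytoplasm intensity under 500,000; inconclusive means wells with under 100 cells, flagged as likely toxic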;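 further: U2OS cells stably carrying GPR55 and arrestin-GFP stimulated by 5 µM LPI near EC80; imaged beta-arrestin-GFP aggregate spots per cell after agonist stimulation; plate controls were LPI-stimulated DMSO wells for no effect and DMSO wells without LPI for full effect; some results filed as inactive read as strong as hits; confirmed hits need IC50 under 10 µM and bright autofluorescent wells are also inconclusive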
GPR55 beta-arrestin: GPR55 agonists via beta-arrestin recruitment, primary screen, imaging, U2OS cells, beta-arrestin-GFP redistribution (AID 1961); activation, % at 10 µM, or EC50 in µM where a hit was titrated; U2OS GPR55 beta-arrestin-GFP redistribution imaging; higher % means a stronger effect; 290,000 tested, 0.048% active;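 active means activation above 40% with more than 50 cells counted in the well; inconclusive means wells holding fewer than 50 cells, flagged as toxic or sparse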;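 further: U2OS osteosarcoma cells stably expressing GPR55 and beta-arrestin-GFP; plate controls were DMSO negative control for no effect and LPI positive control for full effect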
NOD1 NF-kB reporter: inhibition of NOD1-driven NF-kB reporter – cell-based, luminescence, uHTS, primary screen (AID 1578); one-dose inhibition, % at 4 µM; EC50 in µM for titrated hits; 290,000 tested, 1% active; NOD1-driven NF-kB luciferase reporter cells, luminescence; higher % means a stronger effect; in the data active means inhibition mostly above about 36%, no sharp cut-off; inactive means mostly below about 34%;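 further: HEK-293T reporter cells stimulated with the NOD1 agonist gamma-tri-DAP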
Myeloid diff 2: promotes myeloid progenitor differentiation. ER-HoxA9 myeloid progenitors, lysozyme-GFP differentiation, flow cytometry. calls only at 10 µM. 360,000 tested, 1% active;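 active means normalized GFP-positive differentiation at or above the plate's own cutoff, the solvent-only control mean plus 3 SD; inconclusive means no clear call, values can overlap the other calls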;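 further: cells exposed to compound for four days before flow analysis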
KOR beta-arrestin-2: kappa opioid receptor activators – cell-based, luminescence, uHTS, primary screen (AID 1777). KOR beta-arrestin recruitment, luminescence; higher % means a stronger effect. activation, % at 10 µM; hits with a dose series show EC50 in µM. 280,000 tested, 0.02% active; in the data active means activation above about 50%, passing the limit was not always enough; further: a part of the inactive calls stands beside numbers as strong as those of hits
GPR35 arrestin U2OS: GPR35 antagonists blocking zaprinast-driven arrestin recruitment, primary screen, imaging, U2OS, beta-arrestin-GFP, zaprinast agonist (AID 2058) | inhibition, % at 10 µM; hits with a dose series show IC50 in µM | U2OS GPR35 beta-arrestin-GFP translocation imaging, zaprinast antagonism; higher % means a stronger effect | 290,000 tested, 0.052% active;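 active means inhibition of at least 50% with at least 30 cells and total cytoplasm GFP at most 10,000,000; inconclusive means under 30 cells or total GFP of 10,000,000 plus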
Myeloid diff 2 GFP+ MAC1+ %: second read-out of Myeloid diff 2, no call of its own (marks repeat the call); GFP+ MAC1+ double positive, %; measured here: differentiation confirmed by MAC1 staining
* = called active by the depositor. Unless noted, no stated cut-off is given here; in the data, active means inhibition above about 50%; inactive means the rest.

What do the screens show for `O=C1CSC(c2cn(-c3ccccc3)nc2-c2cccs2)N1CC1CCCO1` (stereo unspecified)?
NOD2 inhibition: -11%; HIV peptide binding: -0.2%; KOR beta-arrestin-1: 14%; GPR55 antagonists: 11%; GPR55 beta-arrestin: -0.2%; NOD1 NF-kB reporter: -16%; Myeloid diff 2: inactive; KOR beta-arrestin-2: -2.2%; GPR35 arrestin U2OS: -6%; Myeloid diff 2 GFP+ MAC1+ %: 0.5

What do the screens show for `O=C(N/N=C/c1ccncc1)c1cccc([N+](=O)[O-])c1`?
NOD2 inhibition: 8%; HIV peptide binding: -1.6%; KOR beta-arrestin-1: -41%; GPR55 antagonists: -10%; GPR55 beta-arrestin: -0.2%; NOD1 NF-kB reporter: -11%; KOR beta-arrestin-2: -6.0%; GPR35 arrestin U2OS: -2%

Results for CCOC(=O)c1c(C)n(C)c2cc(-c3ccc(F)cc3)c(O)cc12 ?
NOD2 inhibition: 22%; HIV peptide binding: 0.1%; KOR beta-arrestin-1: -24%; GPR55 antagonists: 8%; GPR55 beta-arrestin: -0.3%; NOD1 NF-kB reporter: -20%; Myeloid diff 2: inactive; KOR beta-arrestin-2: 4.2%; GPR35 arrestin U2OS: -7%; Myeloid diff 2 GFP+ MAC1+ %: 1.3

What do the screens show for `O=C1c2ccccc2NC(c2ccccc2Br)N1CCCN1CCOCC1` (stereo unspecified)?
NOD2 inhibition: -1%; HIV peptide binding: 1.5%; KOR beta-arrestin-1: 33%; GPR55 antagonists: 4%; GPR55 beta-arrestin: 0.7%; NOD1 NF-kB reporter: -16%; Myeloid diff 2: inactive; KOR beta-arrestin-2: -1.6%; GPR35 arrestin U2OS: 13%; Myeloid diff 2 GFP+ MAC1+ %: 0.5

Results for NC(=O)c1cccnc1Oc1ccc(Cl)cc1Cl ?
NOD2 inhibition: -5%; HIV peptide binding: -1.3%; KOR beta-arrestin-1: 27%; GPR55 antagonists: 13%; GPR55 beta-arrestin: -0.4%; NOD1 NF-kB reporter: -10%; Myeloid diff 2: inactive; KOR beta-arrestin-2: -5.9%; GPR35 arrestin U2OS: -6%; Myeloid diff 2 GFP+ MAC1+ %: 0.9

How did CCN(CC)c1ccc(/C=N/N2CCOCC2)c(O)c1 do in these assays?
NOD2 inhibition: -28%; HIV peptide binding: -0.6%; GPR55 antagonists: 3%; GPR55 beta-arrestin: -0.4%; NOD1 NF-kB reporter: -43%; Myeloid diff 2: inactive; KOR beta-arrestin-2: -1.5%; GPR35 arrestin U2OS: 8%; Myeloid diff 2 GFP+ MAC1+ %: 3.8

What do the screens show for `Cc1ccccc1Nc1nnc(SCC(=O)NC(=O)Nc2ccc3c(c2)OCCO3)s1`?
NOD2 inhibition: -15%; HIV peptide binding: -1.1%; KOR beta-arrestin-1: 22%; GPR55 antagonists: 1%; GPR55 beta-arrestin: -0.3%; NOD1 NF-kB reporter: -23%; KOR beta-arrestin-2: 1.7%; GPR35 arrestin U2OS: -3%

How did O=C(COc1cccc(Br)c1)N/N=C/C(=O)c1ccccc1 do in these assays?
NOD2 inhibition: 12%; HIV peptide binding: -5.6%; KOR beta-arrestin-1: -11%; GPR55 antagonists: 6%; GPR55 beta-arrestin: -0.7%; NOD1 NF-kB reporter: -26%; Myeloid diff 2: inactive; KOR beta-arrestin-2: -0.2%; GPR35 arrestin U2OS: 5%; Myeloid diff 2 GFP+ MAC1+ %: 0.4

Results for Cc1cccc(/C=N/Nc2cc(N3CCOCC3)nc(N3CCOCC3)n2)c1 ?
NOD2 inhibition: -4%; HIV peptide binding: -0.2%; GPR55 antagonists: 2%; GPR55 beta-arrestin: -0.2%; NOD1 NF-kB reporter: -8%; Myeloid diff 2: inactive; KOR beta-arrestin-2: -1.8%; GPR35 arrestin U2OS: 7%; Myeloid diff 2 GFP+ MAC1+ %: 1.0

Results for CCOCCOC(=O)Cn1cnc2scc(-c3ccc(C)cc3)c2c1=O ?
NOD2 inhibition: 1%; HIV peptide binding: 1.1%; KOR beta-arrestin-1: -10%; GPR55 antagonists: 0%; GPR55 beta-arrestin: 1.4%; NOD1 NF-kB reporter: -15%; Myeloid diff 2: inactive; KOR beta-arrestin-2: 2.4%; GPR35 arrestin U2OS: -11%; Myeloid diff 2 GFP+ MAC1+ %: 0.7

What do the screens show for `O=C(CSc1ccc(Cl)cc1)Nc1ccc(N2CCN(C(=O)c3ccc(Cl)cc3)CC2)cc1`?
NOD2 inhibition: 1%; HIV peptide binding: -2.1%; KOR beta-arrestin-1: -38%; GPR55 antagonists: 2%; GPR55 beta-arrestin: -0.2%; Myeloid diff 2: inactive; KOR beta-arrestin-2: 2.2%; GPR35 arrestin U2OS: 3%; Myeloid diff 2 GFP+ MAC1+ %: 7.9

Results for COc1ccc(CNC(=O)c2sccc2-c2ccccc2)cc1OC ?
NOD2 inhibition: 28%; HIV peptide binding: 0.2%; KOR beta-arrestin-1: 3%; GPR55 antagonists: -7%; GPR55 beta-arrestin: 0.3%; NOD1 NF-kB reporter: 16%; Myeloid diff 2: inconclusive; KOR beta-arrestin-2: -1.7%; GPR35 arrestin U2OS: -3%

How did CC1(C)Oc2ccc3ccc(=O)oc3c2-c2cn[nH]c21 do in these assays?
NOD2 inhibition: -101%; HIV peptide binding: 1.2%; KOR beta-arrestin-1: 8%; GPR55 antagonists: -30%; GPR55 beta-arrestin: 0.6%; NOD1 NF-kB reporter: 11%; Myeloid diff 2: inactive; KOR beta-arrestin-2: 4.3%; GPR35 arrestin U2OS: 4%; Myeloid diff 2 GFP+ MAC1+ %: 1.0

Results for C=CCNC(C(=O)Nc1cccc(OC)c1)c1ccccc1 (stereo unspecified) ?
NOD2 inhibition: -1%; HIV peptide binding: -0.5%; KOR beta-arrestin-1: -15%; GPR55 antagonists: -18%; GPR55 beta-arrestin: -0.2%; NOD1 NF-kB reporter: 10%; Myeloid diff 2: inactive; KOR beta-arrestin-2: 2.3%; GPR35 arrestin U2OS: -5%; Myeloid diff 2 GFP+ MAC1+ %: 0.4

How did CCc1ccccc1NC(=O)CCC(=O)OCC(=O)c1ccc(-c2ccccc2)cc1 do in these assays?
NOD2 inhibition: 8%; HIV peptide binding: 3.1%; KOR beta-arrestin-1: -20%; GPR55 antagonists: 11%; GPR55 beta-arrestin: 0.1%; NOD1 NF-kB reporter: -6%; Myeloid diff 2: inactive; KOR beta-arrestin-2: -0.4%; GPR35 arrestin U2OS: 5%; Myeloid diff 2 GFP+ MAC1+ %: 0.2

What do the screens show for `CC(=O)c1cc(NC(=O)c2ccc([N+](=O)[O-])cc2)c(=O)oc1C`?
NOD2 inhibition: 7%; HIV peptide binding: -2.4%; KOR beta-arrestin-1: 28%; GPR55 antagonists: -1%; GPR55 beta-arrestin: 0.2%; NOD1 NF-kB reporter: -43%; Myeloid diff 2: inactive; KOR beta-arrestin-2: -5.6%; GPR35 arrestin U2OS: -15%; Myeloid diff 2 GFP+ MAC1+ %: 0.4

How did N#CC(Cc1ccc(OC(F)F)cc1)c1nc2ccccc2[nH]1 (stereo unspecified) do in these assays?
NOD2 inhibition: -47%; HIV peptide binding: -0.5%; KOR beta-arrestin-1: 11%; GPR55 antagonists: -6%; GPR55 beta-arrestin: -0.1%; NOD1 NF-kB reporter: -32%; Myeloid diff 2: inactive; KOR beta-arrestin-2: -4.4%; GPR35 arrestin U2OS: 3%; Myeloid diff 2 GFP+ MAC1+ %: 0.2

How did Cc1ccc(/C=C2\SC(=S)N(CCC(=O)NNS(=O)(=O)c3ccccc3)C2=O)cc1 do in these assays?
NOD2 inhibition: 0%; HIV peptide binding: 6.1%; KOR beta-arrestin-1: -2%; GPR55 antagonists: 2%; GPR55 beta-arrestin: 0.0%; NOD1 NF-kB reporter: -4%; Myeloid diff 2: inactive; KOR beta-arrestin-2: 2.2%; GPR35 arrestin U2OS: -1%; Myeloid diff 2 GFP+ MAC1+ %: 0.2

What do the screens show for `COc1ccc(NC(=O)c2c(Cl)cnn2C)c(C)c1`?
NOD2 inhibition: 2%; HIV peptide binding: -0.5%; KOR beta-arrestin-1: 2%; GPR55 antagonists: 7%; GPR55 beta-arrestin: -0.3%; NOD1 NF-kB reporter: 10%; Myeloid diff 2: inactive; KOR beta-arrestin-2: 0.6%; GPR35 arrestin U2OS: 15%; Myeloid diff 2 GFP+ MAC1+ %: 0.0

Results for O=C1N/C(=N/c2ccccn2)SC1Cc1ccccc1 (stereo unspecified) ?
NOD2 inhibition: -6%; HIV peptide binding: -1.5%; KOR beta-arrestin-1: -10%; GPR55 antagonists: 6%; GPR55 beta-arrestin: -0.3%; NOD1 NF-kB reporter: -21%; Myeloid diff 2: inactive; KOR beta-arrestin-2: 35%; GPR35 arrestin U2OS: 4%; Myeloid diff 2 GFP+ MAC1+ %: 1.8

How did CCOc1ccccc1NC(=O)c1ccccc1N(C)S(C)(=O)=O do in these assays?
NOD2 inhibition: -3%; HIV peptide binding: -3.1%; KOR beta-arrestin-1: 22%; GPR55 antagonists: 6%; GPR55 beta-arrestin: 0.2%; NOD1 NF-kB reporter: -9%; Myeloid diff 2: inactive; KOR beta-arrestin-2: -6.0%; GPR35 arrestin U2OS: 5%; Myeloid diff 2 GFP+ MAC1+ %: 0.9

Results for Cc1cc(C)n(-c2nnc(C)n2N)n1 ?
NOD2 inhibition: 9%; HIV peptide binding: -2.1%; KOR beta-arrestin-1: 6%; GPR55 antagonists: 39%; GPR55 beta-arrestin: -0.2%; NOD1 NF-kB reporter: -27%; Myeloid diff 2: inactive; KOR beta-arrestin-2: -0.8%; GPR35 arrestin U2OS: 11%; Myeloid diff 2 GFP+ MAC1+ %: 1.1

A portion of the library. The share of hits here may be higher or lower than overall.
